12-LOX inh: inhibitors of human 12S-lipoxygenase ALOX12; AID 1671190; P18054; hit rate 1.1% among 580,000; Potency, µM (titrated, usually from 108 µM), without a hit: at the top dose activity change, negative = inhibition, usual class: inhibitors; purified 12hLO, xylenol orange hydroperoxide absorbance; active = well fitted inhibition curve with a large enough effect; inconclusive = small, poorly fitted or top-dose-only effect, or another doubt; inactive = no such curve, though single readings can be large or run the other way; also: potency is read from the fitted curve at half-maximal effect
Target sequence (P18054 whole entry, looked up): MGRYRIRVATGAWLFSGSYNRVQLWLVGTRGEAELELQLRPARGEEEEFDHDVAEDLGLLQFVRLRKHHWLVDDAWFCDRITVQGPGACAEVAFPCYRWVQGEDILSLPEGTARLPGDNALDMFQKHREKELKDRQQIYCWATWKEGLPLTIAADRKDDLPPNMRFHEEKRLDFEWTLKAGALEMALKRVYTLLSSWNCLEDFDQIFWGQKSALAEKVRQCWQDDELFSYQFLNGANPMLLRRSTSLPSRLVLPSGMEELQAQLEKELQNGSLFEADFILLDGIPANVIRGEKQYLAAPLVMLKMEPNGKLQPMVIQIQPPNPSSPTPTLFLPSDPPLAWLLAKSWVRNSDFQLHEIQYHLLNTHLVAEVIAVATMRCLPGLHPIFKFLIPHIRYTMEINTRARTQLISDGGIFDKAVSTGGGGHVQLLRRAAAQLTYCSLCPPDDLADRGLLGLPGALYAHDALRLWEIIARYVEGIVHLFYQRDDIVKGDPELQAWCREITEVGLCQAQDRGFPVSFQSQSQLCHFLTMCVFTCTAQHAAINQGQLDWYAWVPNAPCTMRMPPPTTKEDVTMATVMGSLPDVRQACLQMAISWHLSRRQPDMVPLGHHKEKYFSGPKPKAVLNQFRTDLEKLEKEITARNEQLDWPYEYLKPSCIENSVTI
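Hydroperoxide product was detected by ferrous iron/xylenol orange as the 573 to 405 nm absorbance ratio. Arachidonic acid at 40 uM (final) was turned over for 30 min at room temperature by 150 nM human 12hLO, pH 7.0 Hepes buffer, after 15 min compound preincubation.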
LDHA block: blocks human lactate dehydrogenase A. hit rate 0.15% among 480,000. AID 1347041. activity change, % (values are at about 110 or 230 µM). purified LDHA, NADH/diaphorase-resazurin fluorescence; hits give low values. P00338; in the data active = activity change below about -30%; inconclusive = mostly about -25% to -30%;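 also: plate controls were DMSO wells for no effect and wells without enzyme for full effect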
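Enzyme activity of human lactate dehydrogenase 5 (2 nM; 0.06 mM NADH, 0.2 mM pyruvate, 5 min, RT) is measured via a resazurin/diaphorase fluorescence readout of residual NADH.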
Starred values were filed as active, the others as inactive; ? = inconclusive; [ ] = another dose, or the depositor's remark. Unless noted, % is scaled to controls: 0 for no effect and ±100 for the full control effect. Not all compounds are listed; count on the stated rates, not on these rows.

SMILES	12-LOX inh	LDHA block
COc1cc(C)c(S(=O)(=O)N2CCN(c3ccccc3)CC2)cc1C	?	0
O=C1CSC2(C(=O)Nc3ccccc32)N1c1ccc(Cl)cc1 (configuration not stated)	-26%	-2
O=S(=O)(Cc1ccc(F)cc1)Nc1nc2c(s1)CCCC2	-25%	-23
O=C(NCCC1CCCO1)c1cc(-c2ccncc2)nc2ccccc12 (configuration not stated)	10%	1
C=CCOC(=O)C1C(=O)CC(C)(O)C(C(=O)OCC=C)C1c1ccc(Cl)cc1 (configuration not stated)	-9%	-1
CC(C)(C)C(=O)/C(C#N)=C/c1ccccc1OCc1ccccc1Cl	?	-1
O=C(NC1CCCCC1)C(c1ccccc1F)n1c(=O)c(-c2cc3ccccc3[nH]2)nc2ccccc21 (configuration not stated)	-4%	-7
O=c1cc(CN2CCN(c3cccc(Cl)c3)CC2)c2cc(Cl)ccc2o1	5%	0
COc1ccccc1Cc1nnc(NC(=O)C2CCCO2)s1 (configuration not stated)	?	-6
Cc1ccc(F)cc1NC(=O)Cc1nc(-c2cccs2)oc1C	8%	2
COC(=O)[C@@H](Cc1ccccc1)NC(=O)NCC(c1ccccc1)c1ccccc1	7%	-1
Cc1ccc(-c2nc(CNC(=O)c3ccccc3)c(C)o2)cc1	?	10
O=C(NCc1cccn1Cc1ccc(F)cc1)Nc1ccc(F)cc1F	?	-2
CCn1c(SCC(=O)c2ccc(Cl)cc2)nc2c1c(=O)[nH]c(=O)n2C	21%	-7
CNC1CCCc2ccccc21 (configuration not stated)	35%[activator]	8
O=C(CCc1ncc(-c2ccccc2F)o1)N1CCN(S(=O)(=O)c2ccc(F)cc2F)CC1	14%	-6
CCOC(=O)CN1C(C(=O)c2ccccc2)=C(OC(=O)CC)c2ccccc2S1(=O)=O	?	-6
COc1ccc(Nc2nnc(SCC(=O)c3ccccc3)s2)cc1	?	0
COc1ccc2oc(=O)cc(CN3CCN(C(=O)c4cccc(C)c4)CC3)c2c1	31%[activator]	2
O=c1c2ccccc2ncn1Cc1coc(-c2cccs2)n1	3%	1
CN(C)CCCNC(=O)CCNc1nc(Cl)nc2nc[nH]c12	3%	2
CCOC(=O)C1(C)CCCN(C(=O)c2c(F)cccc2F)C1 (configuration not stated)	?	-4
CC1OC(C(C)(C)C)CC2=C1C(=O)OC(C)(C)O2 (configuration not stated)	-12%	-5
Cc1ccc(CNc2nc(-c3cccs3)nn2C(=O)CC(C)C)o1	?	-20

Looked up by compound from the entries so far (2):
SMILES	12-LOX inh	LDHA block
O=C(NC1CCCCC1)C(c1ccccc1F)n1c(=O)c(-c2cc3ccccc3[nH]2)nc2ccccc21 (configuration not stated)	-4%	-7
CN(C)CCCNC(=O)CCNc1nc(Cl)nc2nc[nH]c12	3%	2

Continued:
SMILES	12-LOX inh	LDHA block
Cc1cc(F)ccc1NCC(=O)N1CCN(S(C)(=O)=O)CC1	-18%	1
COC(=O)c1ccc(NC(=O)CSc2nccn2Cc2ccccc2)cc1	8%	6
Cc1[nH]c2ccccc2c1C(=O)C(=O)NC(C)CCc1ccccc1 (configuration not stated)	-38%	6
COc1cccc(Oc2c(C)oc3cc(OC(=O)N4CCOCC4)ccc3c2=O)c1	-3%	1
CCn1c(SCc2noc(-c3ccc(Cl)cc3)n2)nnc1N1CCOCC1	15%	3
O=C(Cn1c(=O)c2c(ncn2C2CCCC2)n(Cc2ccccc2)c1=O)NCCc1ccc(F)cc1	1%	6
O=C(NCc1ccccn1)c1ccc(Br)cc1	10%	1
Cc1ccc(-c2ccc(C(N)=O)o2)cc1	-24%	4
CC(O)CSc1nc2c(c(=O)[nH]c(=O)n2C)n1CCc1ccccc1 (configuration not stated)	?	8
Cc1ccc(C)c(C(C)NC(=O)COc2ccccc2C#N)c1 (configuration not stated)	-2%	3
Cn1c(=O)c2cn(S(=O)(=O)c3ccc4c(c3)CCCC4)nc2n(C)c1=O	3%	-4
CCOC(=O)C1=C(CN(CCOC)Cc2ccco2)NC(=O)NC1c1ccc(C)cc1 (configuration not stated)	-18%	0

Filtered by structure, those above containing a tert-butyl group.
SMILES	12-LOX inh	LDHA block
CC(C)(C)C(=O)/C(C#N)=C/c1ccccc1OCc1ccccc1Cl	?	-1
CC1OC(C(C)(C)C)CC2=C1C(=O)OC(C)(C)O2 (configuration not stated)	-12%	-5

Continuation.
SMILES	12-LOX inh	LDHA block
CCOc1ccc(-c2nc(CN(CCO)Cc3csc(-c4ccc(OCC)c(OC)c4)n3)cs2)cc1OC	1%	-2
Cc1c(Cl)cccc1NC(=S)NCC(C)N1CCCCC1C (configuration not stated)	-24%	2
COc1cccc(NC(=O)CCc2nnc3n(CCc4ccccc4)c(=O)c4ccccc4n23)c1	8%	4
CCn1c(CNC(=O)c2ccccc2OC)nnc1SCC(=O)c1ccc(OC)cc1	2%	-9
Cc1nc2cc(NC(C)C(=O)Nc3ccccc3C)ccc2o1 (configuration not stated)	?	85
CCOC(=O)C1=CCN(S(=O)(=O)c2ccc(C)cc2)C1c1cccc(C)c1 (configuration not stated)	?	-7
COC(=O)c1nc2n(n1)C(c1ccccc1Cl)C(C(=O)Nc1ccc(Cl)cc1)=C(C)N2 (configuration not stated)	?	-9
COc1ccc(/C=C2\Oc3cc(OS(=O)(=O)c4ccccc4)ccc3C2=O)cc1OC	?	9
Clc1ccc(CN2C3=NCCN3c3ccccc32)c(Cl)c1	28%	1
CC(=O)Nc1ccc(NC(=O)c2cnn(-c3ccccc3F)c2C)cc1C	?	0
CC(C)(C)CC(=O)N1CCN(CCc2ccccc2)CC1	-4%	8
Cc1cc(Cl)c2[nH]ncc2n1	10%	10
CC(=O)c1ccc(OC2(C)CCN(Cc3cccn3-c3nccs3)C2)cc1 (configuration not stated)	-13%	-4
Cc1ccc(S(=O)(=O)NC(=O)C2(C)CCN2C(=O)COc2ccc(Cl)cc2)nc1 (configuration not stated)	19%	-4
CC(=O)c1cccc(-c2ccnc3c2CC(C(=O)Nc2ccccc2)O3)c1 (configuration not stated)	-8%	0
Cc1ccc(C(=O)NCCCN2CCCC2)cc1	?	0
COc1cc(OC)cc(OC(=O)c2cc(OC)cc(OC)c2)c1	16%	-2
O=C(NNC(=S)Nc1ccccc1)c1ccc(F)cc1	3%	-22
C=CCNc1ncnc2c1ncn2[C@H]1CN(Cc2ccco2)C[C@@H](CO)O1	-16%	-1
Cc1ccc(OCC(O)Cn2nc(C)c3ccccc3c2=O)cc1 (configuration not stated)	82%	2
COc1ccc(C)cc1NC(=O)Cn1c(C)nc2c(sc3cccc(F)c32)c1=O	-19%	4
CCCCCc1ccc(C(=O)O)nc1	18%	38
CCCCS(=O)(=O)NCCc1ccc(C(=O)O)cc1	?	3
Cc1ccccc1C1C(C#N)=C(N)OC2=C1C(=O)CC(C)(C)C2 (configuration not stated)	?	-24
O=C(Nc1cccc(Cl)c1)c1cc2c(=O)n3ccccc3nc2n1Cc1ccccc1	?	-6
CCOC(=O)C1=C[C@@H](C(C)C)N(S(=O)(=O)c2ccc(C)cc2)[C@H]1c1ccc(C(F)(F)F)cc1	0%	-3
O=C(NCc1ccc(C(=O)N2CCCCCC2)cc1)c1cc(=O)[nH]c2ccccc12	22%	0
COCCn1c(N2CCN(Cc3ccc(F)cc3)CC2)nc2c1c(=O)[nH]c(=O)n2C	-4%	-5
O=C(O)c1ccccc1C(=O)/C=C/c1cccs1	?	4
CCOc1ccc(NC(=O)COc2ccc(C(C)C)cc2-n2cnnc2)cc1	14%	1
O=CN1CCN(C(=O)Cn2ccc3c(Cl)cccc32)CC1	5%	6
COc1cc(OC)nc(Nc2nc(C(N)c3ccccc3)cs2)n1 (configuration not stated)	13%	-3
COc1ccc(CCc2nnc(NS(=O)(=O)Cc3ccccc3)s2)cc1	-3%	-4
CC(C)c1ccc(-c2nnn(Cc3cc4c(cc3Br)OCO4)n2)cc1	-9%	5
Fc1ccc(-c2[nH]ncc2CNCc2cccc(Cn3cccn3)c2)cc1	18µM*	3
Cc1ccc(C)c(NC(=O)CSc2nc3c(c(=O)[nH]2)CCCC3)c1	9%	8
Cc1ccc(NC(=O)CN(C)S(=O)(=O)c2ccc(C(=O)N3CCOCC3)s2)c(Cl)c1	-43%	0
CSc1nc2n(n1)C(c1ccccc1)C1=C(CCCC1=O)N2 (configuration not stated)	37%[activator]	-5
Nc1sc(Cc2ccccc2)cc1C(=O)NC1CCCCC1	-22%	-2
Cc1cc(=O)oc2cc(OCC(=O)NCC3(N4CCCCC4)CCCCC3)ccc12	55%[activator]	2
CCOc1ccc(Br)cc1C(=O)Oc1ccc(C)cc1Br	1%	10
Fc1ccc(C2=Nc3ccc(Br)cc3NC(c3cccs3)=N2)cc1	54%	8
CCOc1ccc(S(=O)(=O)NCc2ccco2)cc1C(C)C	-54%	-14
COc1ccc(Cl)cc1NC(=O)CCc1ncc(-c2ccc(F)cc2F)o1	?	1
Cc1ccc(C(N)=O)c(OCc2coc(-c3ccccc3)n2)c1	-1%	1
CC(C)(C)NC(=O)C1c2ccccc2OCC(=O)N1C1CC1 (configuration not stated)	3%	-3
OC(c1ccccc1)(c1ccccc1)C1CCN(CCCOc2cccc(OC(F)(F)F)c2)CC1	?	4
Cc1ccc(-c2cc3ccccc3n2C)cc1	?	8
O=C(c1ccc(Cl)c(Cl)c1)N1CCC(=O)N([C@H](COCc2ccccc2)Cc2ccccc2)CC1	?	3
Cc1[nH]c2ccccc2c1C(c1ccccc1F)c1c(C)[nH]c2ccccc12	?	4
CN(C)c1ccc(-c2ccnc3c2CC(C)(C(=O)NCC2CCOCC2)O3)cc1 (configuration not stated)	-3%	7
COc1ccc(C(=O)N2CCN(c3nc4ncccc4o3)CC2)cc1C#N	25%	4
CN(CCc1ccccc1)C(=O)c1[nH]c(C(F)(F)F)nc1-c1ccccc1	-1%	1
O=S1(=O)N[C@@H](Cc2ccccc2)COc2cc(N3CCC[C@H]3CO)ccc21	-4%	4
CCCNC(=O)c1cc(C2CCCCN2C(=O)c2ccc(OC)cc2)on1 (configuration not stated)	-5%	-5
CCCN(CCC)Cc1cc(=O)oc2cc(C)c(C)cc12	?	2
COc1ccccc1-n1c(=O)c2sccc2n(CC(=O)NCCC(C)C)c1=O	20%	8
O=C(CSc1nncn1CCc1cccs1)Nc1ccccc1Cl	-7%	6
CCCN(CCC)C(=O)Cn1nc2cc(C)nc(N3CCc4ccccc4C3)n2c1=O	-8%	3
CCCSc1ccccc1C(=O)Nc1cccc(C)c1C	25µM*	2

Four compounds from above, ordered by the value under LDHA block, ascending.
SMILES	12-LOX inh	LDHA block
CN(CCc1ccccc1)C(=O)c1[nH]c(C(F)(F)F)nc1-c1ccccc1	-1%	1
CCCN(CCC)C(=O)Cn1nc2cc(C)nc(N3CCc4ccccc4C3)n2c1=O	-8%	3
Cc1[nH]c2ccccc2c1C(c1ccccc1F)c1c(C)[nH]c2ccccc12	?	4
COc1ccccc1-n1c(=O)c2sccc2n(CC(=O)NCCC(C)C)c1=O	20%	8

(listing goes on)
SMILES	12-LOX inh	LDHA block
Cc1ccc(NC(=O)c2cc(-c3ccncc3)nc3ccccc23)c(C)c1	?	1
CCOC(=O)C(NC(=O)[C@@H](NC(=O)c1ccc(Cl)cc1Cl)C(C)C)C(=O)OCC	-20%	2
COc1ccc(-c2nonc2NC(=O)c2ccc(OCC(C)C)cc2)cc1OC	1%	-25
CSc1ccc(CN2CCC(C)(Oc3ccc(CC#N)cc3)C2)cc1 (configuration not stated)	?	-9
Cc1ccc(C)c(CS(=O)(=O)Cc2noc(C(C)(C)C)n2)c1	9%	0
COC(=O)c1ccc(NC(=O)Cn2nc(-n3nc(C)cc3C)ccc2=O)cc1	-20%	-4
CCc1nc2ccc(C(=O)N(C)CCCN(C)C)cn2c1N(C)CCCc1ccccc1	1%	-1
Cc1ccc2c(CSc3nnc(NCC(C)C)s3)cc(=O)oc2c1	18µM*	0
Cc1ccc(NC(=O)CC(C)(C(=O)O)c2ccccc2)c(O)c1 (configuration not stated)	-18%	17
O=C(CSc1nc(Cl)nc2nc[nH]c12)Nc1cccc(F)c1	23%	-5
COC(=O)[C@]12CCCCC=C1N(CCc1ccc(OC)c(OC)c1)C(=O)[C@H](CC(=O)N1CCN(C(=O)c3ccco3)CC1)C2	?	-1
C/C=C/CSc1nc2c(c(=O)n(C)c(=O)n2C)n1Cc1ccccc1	-13%	-1

Individual results from the results shown.
Result of COC(=O)[C@]12CCCCC=C1N(CCc1ccc(OC)c(OC)c1)C(=O)[C@H](CC(=O)N1CCN(C(=O)c3ccco3)CC1)C2 in LDHA block: -1
Result of Cc1ccc(NC(=O)CC(C)(C(=O)O)c2ccccc2)c(O)c1 (configuration not stated) in LDHA block: 17

The list goes on:
SMILES	12-LOX inh	LDHA block
COc1nc2ccccc2nc1N1CCC(C(=O)Nc2ccc(Oc3ccccc3)cc2)CC1	-2%	9
CC(On1nnc2ccc(Cl)cc21)C(=O)Nc1ccccc1Cl (configuration not stated)	4%	-1
C=CCNc1oc(-c2ccc(COc3cccc(C)c3)o2)nc1C#N	8%	5
CCCOC(=O)c1nc2ccccc2nc1N1CCN(c2ccc(F)cc2)CC1	1%	-6
CSc1ccccc1NC(=O)c1ccc2c(c1)NC(=O)CO2	?	-1
Cc1ccc(C23CC4CC(CC(Cl)(C4)C2)C3)cc1[N+](=O)[O-]	-5%	-3
CCONC(=O)C(C)Oc1cccc(C#N)c1 (configuration not stated)	?	3

Compound activity: PubChem, National Center for Advancing Translational Sciences (NCATS)
